Screening results: PubChem, several laboratories
rCAG RNA binder = binders of r(CAG) RNA repeats, primary screen, biochemical, fluorescence. inhibition, % at 3 µM. r(CAG) RNA repeat, TO-PRO-1 dye displacement fluorescence. 1.3% of 370,000 active;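 active means inhibition above the plate cutoff, the mean of all test compounds on that plate plus 3 SD, cut at about 35% in these data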;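 further: 0% = DMSO alone and 100% = 100 µM mitoxantrone as full dye displacement; higher means more dye released from RNA so lower well fluorescence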
UHRF1 MBD2 ctr = UHRF1 methylated DNA binding inhibitors, primary screen, counter-screen for MBD2 inhibitor project, biochemical, TR-FRET, human UHRF1, single concentration. E3 ubiquitin-protein ligase UHRF1 (Homo sapiens), Q96T88. UHRF1 binding to methylated oligo. inhibition, % at 4.4 µM. 0.75% of 370,000 active. AID 687016, 2013; in the data active means inhibition above about 21%;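 further: UHRF1 SRA domain binding a hemimethylated CpG hairpin DNA probe; 0% = median of test compound wells and 100% = reference inhibitor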
Rev-erbA mod = modulators of Rev-erb alpha DNA binding, primary screen, biochemical, FITC-DNA, fluorescence polarization, uHTS; Nuclear receptor subfamily 1 group D member 1 (Homo sapiens), P20393; Rev-erbα–FITC-DNA binding, 90 min; activity, % at 10 µM; 0.79% of 370,000 active; AID 1259318, 2017;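 active means activity above about 14%, limit read from the data; passing the limit was not always enough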;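 further: 0% = DMSO wells with 35 nM protein and 100% = DMSO wells with 750 nM protein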
PRMT1 inh = PRMT1 methyltransferase inhibitors, primary screen, biochemical, fluorescence polarization. recombinant PRMT1, activity-based probe fluorescence polarization. inhibition, % at 2.79 µM. AID 652257, 2013. 1.3% of 370,000 active. Protein arginine N-methyltransferase 1 (Homo sapiens), Q99873;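 active means inhibition above about 21% made by adding two undisclosed values, limit read from the data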
Target sequence (Q99873 whole entry, looked up): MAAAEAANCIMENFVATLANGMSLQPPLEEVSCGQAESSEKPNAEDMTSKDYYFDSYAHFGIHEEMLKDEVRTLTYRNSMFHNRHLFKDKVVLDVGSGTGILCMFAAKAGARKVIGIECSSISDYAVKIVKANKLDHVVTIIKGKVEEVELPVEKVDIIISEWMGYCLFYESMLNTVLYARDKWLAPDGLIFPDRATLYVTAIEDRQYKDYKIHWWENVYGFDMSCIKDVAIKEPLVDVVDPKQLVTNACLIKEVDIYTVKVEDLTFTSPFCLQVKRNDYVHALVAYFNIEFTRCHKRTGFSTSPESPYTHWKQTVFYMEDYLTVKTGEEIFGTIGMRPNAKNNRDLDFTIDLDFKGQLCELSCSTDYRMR
PG9 binder = binders of HIV-1 gp120 antibody PG9, primary screen, biochemical, TR-FRET | 0.43% of 360,000 active | AID 624416, 2012 | inhibition, % at 6.7 µM | TR-FRET gp120-PG9 antibody binding; in the data active means inhibition above about 8.5%
TCR CD3 inh = inhibitors of human TCR-CD3 interaction, primary screen, biochemical, fluorescence, TAMRA-labeled TCR probe; T-cell receptor (TCR); inhibition, % at 9.4 µM; 0.37% of 360,000 active; in the data active means inhibition above about 19%;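 further: recombinant mutant TCR 2C K166C tagged with TAMRA read by polarization; 0% = receptor in buffer alone and 100% = receptor with positive control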
LEDGF integ inh = blockers of LEDGF/p75-dependent integrase strand transfer – biochemical, TR-FRET, high throughput, primary screen; 0.64% of 370,000 active; inhibition, % at 3.7 µM; TR-FRET IN-LEDGF/p75 DNA integration, Eu/Cy5; HIV-1 integrase (with human LEDGF/p75); AID 743269, 2014;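 active means inhibition above the screen-wide mean plus 3 SD, cut at about 13% in these data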;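 further: signal is the Cy5 over europium emission ratio at 671 and 618 nm; 0% = plate median of compound wells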
HTRA1 inhibitor = HTRA1 serine protease inhibitors, primary screen, biochemical, fluorescence polarization, HTS. AID 504803, 2011. 0.5% of 340,000 active. Q92743. inhibition, % at 5.96 µM. recombinant HTRA1, FP-rhodamine activity-based probe; in the data active means inhibition above about 36%;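 further: 0% = enzyme with DMSO and 100% = wells lacking enzyme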
Target sequence (Q92743 whole entry, looked up): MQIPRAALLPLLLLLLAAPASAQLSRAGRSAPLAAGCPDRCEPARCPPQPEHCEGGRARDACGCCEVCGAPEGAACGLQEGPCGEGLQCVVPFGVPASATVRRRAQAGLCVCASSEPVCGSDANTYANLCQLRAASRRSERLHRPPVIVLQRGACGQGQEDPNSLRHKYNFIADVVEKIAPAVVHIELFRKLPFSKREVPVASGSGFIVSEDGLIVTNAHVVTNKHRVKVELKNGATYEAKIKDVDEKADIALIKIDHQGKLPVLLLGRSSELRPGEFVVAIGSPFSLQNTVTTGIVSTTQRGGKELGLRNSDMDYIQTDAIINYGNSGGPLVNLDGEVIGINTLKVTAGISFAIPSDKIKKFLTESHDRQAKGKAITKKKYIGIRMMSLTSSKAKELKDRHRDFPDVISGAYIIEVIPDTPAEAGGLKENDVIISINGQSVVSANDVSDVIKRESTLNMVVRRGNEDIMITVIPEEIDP
MBD2 inh = inhibitors of MBD2 binding to methylated DNA, primary screen, biochemical, TR-FRET, DNA-binding domain, human. inhibition, % at 4.4 µM. MBD2 binding to methylated oligonucleotide. AID 686964, 2013. Methyl-CpG-binding domain protein 2 (Homo sapiens), Q9UBB5. 0.31% of 370,000 active; in the data active means inhibition above about 13%
ABHD4 inh = ABHD4 inhibitors, primary screen, biochemical, fluorescence polarization, mouse; (Lyso)-N-acylphosphatidylethanolamine lipase (Mus musculus), Q8VD66; purified mABHD4, FP-Rh probe fluorescence polarization; inhibition, % at 8.92 µM; 0.54% of 370,000 active; AID 720543, 2013;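 active means inhibition exceeding the mean over every tested compound plus 3 SD, cut at about 30% in these data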;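 further: 0% = plate median of compound wells and 100% = S159A mutant with DMSO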
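Test system: mouse ABHD4 enzyme, wild type. Reagent: FP-Rh fluorescent activity-based probe, added after compound pre-incubation. Timing: pre-incubation 45 min, probe exposure 60 min, at 25 °C. Technique: FP readout, ex 525 nm / em 598 nm. Benchmarks: high control S159A mutant with DMSO, low control median of compound wells.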
* marks the source's active call; other numbers are inactive results; · = not tested or not shown; & = joins results of further samples. Not all compounds are listed; the hit share may differ from the screen's.

Start of the data: the first 2 compounds (preview)
nr	canonical_smiles	TCR CD3 inh	LEDGF integ inh	MBD2 inh	PG9 binder	rCAG RNA binder	UHRF1 MBD2 ctr	HTRA1 inhibitor	Rev-erbA mod	PRMT1 inh	ABHD4 inh
1	O=S(=O)(c1ccc(F)cc1)N1CCC2(CC1)OCCO2	1	-2	-1	0.8	-1	1	-3	-1	-2	1
2	COc1ccc(NC2CCCN(C(=O)CN3C(=O)c4ccccc4C3=O)C2)cc1OC (stereo unspecified)	-8	1	1	-5.5	0	-4	8	-4	1	5

The list itself, previewed entries included:
nr	canonical_smiles	TCR CD3 inh	LEDGF integ inh	MBD2 inh	PG9 binder	rCAG RNA binder	UHRF1 MBD2 ctr	HTRA1 inhibitor	Rev-erbA mod	PRMT1 inh	ABHD4 inh
1	O=S(=O)(c1ccc(F)cc1)N1CCC2(CC1)OCCO2	1	-2	-1	0.8	-1	1	-3	-1	-2	1
2	COc1ccc(NC2CCCN(C(=O)CN3C(=O)c4ccccc4C3=O)C2)cc1OC (stereo unspecified)	-8	1	1	-5.5	0	-4	8	-4	1	5
3	COc1ccccc1N1CCN(C(=O)c2cc(S(=O)(=O)N3CCOCC3)ccc2C)CC1	-3	-1	-3	-1.7	-2	1	0	-5	0	6
4	NCCN1CCN(CC(=O)N2c3ccccc3C(=O)Nc3cccnc32)CC1	5	5	-3	1.6	2	9	1	-3	-3	4
5	O=S(=O)(c1ccc(Br)cc1)N1CCN=C1SCc1cccnc1	5	2	0	-1.6	-2	0	4	10	0	-3
6	N#Cc1cc(C(=O)c2cc(Br)ccc2O)cn(C2CCCCC2)c1=O	-8	10	-1	-4.6	8	3	-4	-2	-3	-10
7	CCOc1ccc(N2C(N)=NC(N)=NC2(C)C)cc1	0	-1	-2	-1.7	0	0	3	-2	-3	-10
8	CCOC(=O)c1ccc2c(c1)nc(SCC(=O)c1cc3ccccc3o1)n2CC	-22	4	2	-2.8	16	3	-49	1	2	-43
9	CC(C)(C)n1nnnc1CN(Cc1cccnc1)Cc1ccccc1Cl	0	5	1	0.9	-9	-1	0	-2	3	13
10	CC(=O)CCc1ccc(OCCCCn2cncn2)cc1	2	0	1	0.0	-3	-4	2	-7	-3	1
11	Cc1cc(C)cc(OCC(=O)OCC(=O)Nc2c(C)n(C)n(-c3ccccc3)c2=O)c1	2	-2	-4	0.5	-6	-1	-1	-5	1	-3
12	CCOc1ccc(NC(=O)NC(=O)N(C)S(=O)(=O)c2ccc(C)cc2)cc1	6	1	-7	-0.9	3	5	-5	0	1	12
13	CC1(C)CC(=O)C=C(NCc2cccs2)C1	1	1	-1	0.1	-2	-2	1	-2	1	0
14	N#Cc1c(-c2ccccc2Cl)cc(-c2ccccc2)nc1Br	2	-2	2	3.8	3	1	-44	32*	-2	-6
15	CCOc1ccc(OCC)c(NC(=O)CN2CCN(CC(=O)NC(C)C)CC2)c1	2	1	0	0.9	-11	16	5	4	-3	4
16	CCCCC(CC)C(=O)Nc1ncc([N+](=O)[O-])s1 (stereo unspecified)	2	7	-7	0.7	0	0	-9	-4	-5	-9
17	O=C(NC1CC1)C1CCN(S(=O)(=O)c2ccc(Cl)c([N+](=O)[O-])c2)CC1	0	-5	35*	0.3	11	5	-4	10	5	-7
18	NC(=S)NN=C1Cc2cccc3cccc1c23	-1	3	0	-0.5	4	-2	0	-1	9	4
19	CCC(C)(C)NC(=O)C1CCCN(S(=O)(=O)c2ccc3c(c2)CC(C)N3C(=O)C2CC2)C1 (stereo unspecified)	3	-3	3	-0.2	-5	2	4	-3	3	5
20	CN(C)c1ccc(Nc2nc(-c3cccnc3)cs2)cc1	-1	0	3	-12	7	-2	15	-1	7	27
21	CC(=O)NC(c1ccco1)c1cc(F)c2cccnc2c1O (stereo unspecified)	1	-3	-7	2.1	7	-7	29	0	6	11
22	Cc1ccc(NC(=O)Nc2ccccc2CC[N+](=O)[O-])cc1	5	1	2	-2.8	0	-1	·	-6	-2	1
23	O=C(CN1CCCCC1)Nc1ccc(S(=O)(=O)NC2CCCCC2)cc1	-6	-1	1	2.1	-7	0	-11	2	0	2
24	Cc1ccc(F)cc1C(=O)N1CCCCC1c1cc(C(=O)Nc2cccc(C#N)c2)no1 (stereo unspecified)	2	0	-3	-0.6	1	1	·	-4	6	-4
25	O=C(CNC1CCCC1)Nc1ccc(S(=O)(=O)N2CCCCC2)cc1	9	4	-3	-0.4	3	1	-2	9	0	1
26	Cc1cc2oc(=O)cc(-c3ccccc3)c2c(C)c1-c1ccc(F)c(Cl)c1	3	1	4	-0.8	5	-1	-5	-1	1	-2
27	O=C(O)CC(=O)NC12CC3CC(CC(C3)C1)C2	3&4	0&7	7&-6	-0.6&-2.4	0&1	0&-3	2&0	2&1	3&-4	2&9
28	CC(C)c1ccc(N(C(=O)c2ccco2)C(C(=O)NC2CCCC2)c2ccncc2)cc1 (stereo unspecified)	1	3	0	-1.5	-3	0	-4	-6	-3	2
29	O=C(CC1SC2=NCCN2C1=O)Nc1ccccc1 (stereo unspecified)	7	0	-6	-1.4	3	-4	3	0	-1	3
30	O=C(CCc1ccc(Oc2cc([N+](=O)[O-])cc([N+](=O)[O-])c2)cc1)NC1CCCC1	-1	0	4	0.4	-5	9	-4	-2	3	-2
31	O=C(CN(c1ccc2c(c1)OCCO2)S(=O)(=O)c1ccccc1)NCc1ccc(Cl)cc1	6	0	-9	0.2	-2	-5	-17	0	-4	-3
32	Oc1[nH]c(=S)sc1/C=C1\C(c2ccccc2)=Nc2ccccc21	4	7	0	-2.5	8	-7	-10	-2	-4	-33
33	COCCCNC(=S)N1CCN(S(C)(=O)=O)CC1	5	4	0	-2.4	2	0	-3	-4	-4	-3
34	Cc1ccc(S(=O)(=O)N(C)C)cc1NC(=O)COc1ccccc1C(=O)Nc1ccccc1	7	1	0	1.1	12	0	-51	-5	-3	-31
35	CN1CCN(C(=O)NCC23CC4CC(CC(C4)C2)C3)CC1	4	5	0	-1.1	-5	0	-1	-3	-1	-2
36	CC(C)(C)C(=O)OCC1OC(n2cnc(C(N)=O)n2)C(O)C1O (stereo unspecified)	-1	-3	-3	0.6	1	3	0	3	3	5
37	Nc1nc(N)c2sc3nc4c(cc3c2n1)CCC4	4	0	-3	1.7	4	-2	3	0	-1	1
38	Cc1ccc(S(=O)(=O)N2CCCOC2CNC(=O)C(=O)NCCN2CCOCC2)cc1 (stereo unspecified)	7	-1	-4	-2.9	-1	-1	-3	-7	-2	7
39	Clc1ccc(CO/N=C2\CCCc3nonc32)cc1	1	-2	0	-2.0	3	1	-4	9	2	-4
40	CC(C)N(C(=O)NC(=O)Nc1ccccn1)S(C)(=O)=O	6	-3	-4	0.3	-1	-3	1	-1	-3	0
41	Cc1ccc(S(=O)(=O)N(C)C)cc1NC(=O)CN1CCCC1	7	4	0	-0.1	-1	1	2	-3	-3	-5
42	CCC(NC(=O)c1ccccc1NC(=O)c1ccccc1)C(=O)O (stereo unspecified)	-4	-2	1	1.5	2	3	-3	-5	0	1
43	COC(=O)CSc1nc2cc(Cl)ccc2c(=O)n1C1CCCC1	-5	5	2	-0.5	-2	2	0	1	-1	-2
44	CC1Cc2ccccc2N1C1=NS(=O)(=O)c2ccccc21 (stereo unspecified)	3	4	-1	-1.8	0	-3	1	4	-2	-3
45	COc1cccc(C(=O)Nc2nnc(-c3ccc(OC)cc3OC)s2)c1	10	1	-4	31*	1	-1	0	32*	0	-1
46	Cc1ccc(C2(CCNCc3ccc(N(C)C)cc3)CCOC(C(C)C)C2)cc1 (stereo unspecified)	6	3	1	-0.6	12	3	-3	4	-5	-5
47	CCOC(=O)c1ccc(N=Nc2c(C)c(C#N)c(O)[nH]c2=O)cc1	-1	-6	0	1.8	5	5	2	-31	3	-3
48	O=C(c1cccc(N2C(=O)C3C4C=CC(C4)C3C2=O)c1)N1CCN(c2ccccc2Cl)CC1 (stereo unspecified)	4	-2	-1	-1.4	-4	0	4	0	-3	5
49	COC(=O)C1=C(C)Nc2ncnn2C1c1ccco1 (stereo unspecified)	5	3	0	-0.1	1	2	1	8	-2	1
50	C[C@@H](NC(=O)C1(c2ccccc2)CCN(C(=O)OC(C)(C)C)CC1)C(=O)N[C@@H](C(=O)O)c1ccccc1	8	5	3	-0.1	7	0	-3	5	-1	-5

The results go on:
nr	canonical_smiles	TCR CD3 inh	LEDGF integ inh	MBD2 inh	PG9 binder	rCAG RNA binder	UHRF1 MBD2 ctr	HTRA1 inhibitor	Rev-erbA mod	PRMT1 inh	ABHD4 inh
51	CC(=O)c1ccc(NS(=O)(=O)c2ccc3c(c2)CCC(=O)N3)cc1	-8	-1	1	1.7	2	-4	-2	3	-1	1
52	COC(=O)[C@@]1(Cc2ccc(F)cc2)[C@H]2c3cc(C(=O)N4CCCC4)n(CCSCCO)c3C[C@H]2CN1C(=O)c1ccccc1	-3	0	7	0.3	9	5	·	3	8	-4
53	COc1cc(Cl)c(S(=O)(=O)NCc2ccccn2)cc1Cl	-2	-1	2	-1.6	-2	3	0	-5	-1	2
54	COC(=O)Cc1c(O)ccn(Cc2ccc(F)cc2)c1=O	4	2	1	-2.9	0	1	-3	-1	-2	-8
55	O=C(Oc1cc2oc(=O)c3c(c2cc1Cl)CCCC3)c1ccco1	3	1	12	-0.6	1	24*	-5	-7	2	6
56	COc1ccc(C(CCNCc2ccc(N(C)C)cc2)c2ccccc2)cc1 (stereo unspecified)	-3	-3	1	-3.5	12	0	0	3	-2	18
57	CCC(Sc1nc(N)c(NC(=O)c2ccc(OC)cc2)c(=O)[nH]1)C(=O)O (stereo unspecified)	3	-2	1	-0.9	3	2	-2	0	2	4
58	Cc1ccc(S(=O)(=O)Nc2c(C)n(C)n(-c3ccccc3)c2=O)cc1C(=O)OC(C)C(=O)N(C)c1ccccc1 (stereo unspecified)	3	-2	4	2.3	1	-3	-2	-9	-1	1
59	Cc1ccc(/C=C/C(=O)c2ccc(C)cc2)cc1	-7	-5	-7	-1.9	0	-3	-16	6	-1	-3
60	N#Cc1ccccc1NC(=O)CSc1nnc(-c2ccc(F)cc2)n1-c1ccccc1	6	1	-3	-2.0	-5	3	-17	0	0	3
61	O=C(CNc1cccc(S(=O)(=O)N2CCOCC2)c1)Nc1ccc(C(F)(F)F)cc1	4	0	-4	0.2	7	-2	-8	1	2	-6
62	CCCNC(=O)N1CCC(Cc2ccccc2)CC1	-5	-2	3	1.1	-5	2	-2	2	2	-6
63	COc1cc(NC(=O)CN2C(=O)NC(c3ccccc3)(c3ccccc3)C2=O)c(C)cc1[N+](=O)[O-]	4	-3	0	-1.4	13	-1	-27	1	3	-19
64	COc1ccc(C2C3=C(CC(C)(C)CC3=O)Oc3ncn(CC(C)C)c(=N)c32)cc1 (stereo unspecified)	1	2	-6	0.0	-6	2	-13	-5	-1	-1
65	CCCS(=O)(=O)N1CCC(C(=O)c2cccc(C(F)(F)F)c2)CC1	8	1	-2	-2.3	-6	-2	-10	-1	0	-1
